# VEEV TC-83 Vero: inhibitors of VEEV TC-83 cytopathic effect, confirmation, Vero cells (AID 588727); Vero cells, VEEV TC-83 cytopathic effect inhibition; higher % means a stronger effect; one-dose inhibition, % at 20 µM; IC50 in µM for titrated hits; 350,000 compounds, 0.13% hits; in the data active means a potency from the dose series; inconclusive means inhibition mostly from about 14% at the one dose, without a potency; inactive means the rest, 99 in 100 with inhibition below about 12%; further: strong numbers were not always called active
# Salmonella PhoP GFP: PhoP regulon inhibitors, Salmonella typhi PhoP promoter GFP reporter, confirmatory (AID 1850); Salmonella Typhi PhoP-promoter GFP reporter, fluorescence, 4 h; higher % means a stronger effect; inhibition, % at 50 µM, or IC50 in µM where a hit was titrated; 310,000 compounds, 0.33% hits; in the data active means a potency from the dose series; inconclusive means inhibition mostly from about 25% at the one dose, without a potency; inactive means the rest, 99 in 100 with inhibition below about 19%;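 further: 0% = induced wells with vehicle and 100% = uninduced wells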
# M. tuberculosis: growth inhibition of non-replicating M. tuberculosis (AID 488890); Mycobacterium tuberculosis non-replicating, growth inhibition; higher % means a stronger effect; one-dose inhibition, % at 25 µM; IC50 in µM for titrated hits; 320,000 compounds, 0.39% hits; in the data active means a potency from the dose series; inconclusive means inhibition mostly from about 82% at the one dose, without a potency; inactive means the rest, 99 in 100 with inhibition below about 76%;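 further: plate controls were DMSO cells for no effect and high antibiotic wells for full effect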
# H1N1 NS1A inhibition: H1N1 influenza NS1A inhibitors, functional cell based assay (AID 504329); NS1A functional cell-based assay, percent inhibition; higher % means a stronger effect; inhibition, % at 12.5 µM; hits with a dose series show IC50 in µM; 340,000 compounds, 0.3% hits; in the data active means a potency from the dose series; inconclusive means inhibition above about 27% without an active follow-up result; further: strong numbers were not always called active
# M. tuberculosis HTS: M. tuberculosis growth inhibition, HTS (AID 449762); M. tuberculosis H37Rv growth inhibition, 7H9 media; higher % means a stronger effect; inhibition, % at 25 µM; hits with a dose series show IC50 in µM; 330,000 compounds, 0.59% hits; in the data active means a potency from the dose series; inconclusive means inhibition above about 70% without an active follow-up result;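 further: bacterial growth assessed after seven days of incubation; strong numbers were not always called active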
# VEEV TC-83 Vero 10K pilot screen: second read-out of VEEV TC-83 Vero, no call of its own (marks repeat the call); inhibition, %; measured here: 10K pilot screen inhibition
# * marks the source's active call; other numbers are inactive results; i = inactive; ? = inconclusive; · = no result given.
SMILES,VEEV TC-83 Vero,Salmonella PhoP GFP,M. tuberculosis,H1N1 NS1A inhibition,M. tuberculosis HTS,others
Cc1ccc(N(CC(=O)NCc2ccccc2Cl)S(=O)(=O)c2c(C)noc2C)cc1,6.5%,-2%,-6%,-8%,10%,
COc1cc(NC(=O)C2CCC(=O)N2S(=O)(=O)c2ccc(C)cc2)cc(OC)c1 (configuration not stated),1.2%,0%,-18%,-1%,-2%,
Cc1ccc(NC(=O)COC(=O)CN2C(=O)c3ccccc3C2=O)cc1S(=O)(=O)N(C)C,2.2%,6%,3%,-2%,2%,
Cc1ccc(Nc2nc(Cl)c(C=O)s2)cc1,0.8%,14%,6%,-11%,-1%,
COc1cc(C=O)c(Br)cc1OCc1ccc(C)cc1,i,-18%,-6%,-8%,26%,
Cc1cnc(C(=O)Oc2c(C)ccc(C)c2C)cn1,0.3%,0%,?,6%,13%,
Cc1nc2c(C)cccc2c2c1CCS2,i,4%,-1%,4%,-7%,
Cc1ccc(-c2cc(-c3ccccc3)nc(N(C)N)n2)cc1,1.3%,-3%,21%,-16%,38%,
CCOC(=O)c1c(S(=O)(=O)N2CCN(C)CC2)c(C)n(C)c1C,1.7%,-9%,0%,-8%,-10%,
CN(c1ccc(OCC(=O)NCc2cccnc2)cc1)S(=O)(=O)c1ccc(Cl)cc1,1.1%,-21%,9%,0%,8%,
CN(C)C(=O)Oc1ccc2nnc3ccnn3c2c1,0.2%,4%,-8%,-22%,4%,
COc1cc(CN(CC2CCCO2)C(=O)c2cccs2)cc(OC)c1OC (configuration not stated),5.4%,-2%,-1%,5%,2%,
CCOC(=O)NC1CCc2cc(OC)c(OC)c(OC)c2-c2ccc(SC)c(=O)cc21 (configuration not stated),7.4%,·,·,5%,·,
Cc1cccc(CS(=O)(=O)Cc2ccc(C(=O)NCCCN3CCCC3)o2)c1,i,-5%,11%,-9%,4%,
O=C(O)C1CCCCC1C(=O)NC1C2CC3CC(C2)CC1C3 (configuration not stated),3.0%,6%,27%,18%,12%,
Cc1c(NC(=O)COC(=O)c2cc3c4ccccc4n(C)c3s2)c(=O)n(-c2ccccc2)n1C,1.1%,2%,15%,2%,1%,
CCN(CC(=O)NCc1cccs1)CC(=O)Nc1ccccc1C,1.2%,·,-14%,-2%,-1%,
Cc1ccc2[nH]c(=O)c(CN(Cc3cccnc3)Cc3nnnn3CC3CCCO3)cc2c1 (configuration not stated),0.3%,-11%,-4%,11%,-12%,
NC1=NC(c2cccnc2)n2c(nc3ccccc32)N1 (configuration not stated),·,1%,-3%,·,7%,
Cc1cccc(S(=O)(=O)CC(=O)Nc2nc(-c3ccccc3)cs2)c1,7.9%,-10%,21%,-1%,-1%,

# Five compounds already listed, arranged by heavy-atom count, descending.
SMILES,VEEV TC-83 Vero,Salmonella PhoP GFP,M. tuberculosis,H1N1 NS1A inhibition,M. tuberculosis HTS,others
Cc1c(NC(=O)COC(=O)c2cc3c4ccccc4n(C)c3s2)c(=O)n(-c2ccccc2)n1C,1.1%,2%,15%,2%,1%,
CCOC(=O)NC1CCc2cc(OC)c(OC)c(OC)c2-c2ccc(SC)c(=O)cc21 (configuration not stated),7.4%,·,·,5%,·,
Cc1cccc(S(=O)(=O)CC(=O)Nc2nc(-c3ccccc3)cs2)c1,7.9%,-10%,21%,-1%,-1%,
NC1=NC(c2cccnc2)n2c(nc3ccccc32)N1 (configuration not stated),·,1%,-3%,·,7%,
CN(C)C(=O)Oc1ccc2nnc3ccnn3c2c1,0.2%,4%,-8%,-22%,4%,

# (further entries)
SMILES,VEEV TC-83 Vero,Salmonella PhoP GFP,M. tuberculosis,H1N1 NS1A inhibition,M. tuberculosis HTS,others
COCc1cc(C)n(CC(=O)Nc2ccc3c(c2)OCO3)c(=O)c1C#N,0.8%,-19%,-2%,-1%,3%,
O=C(NC(=S)NCCc1ccccc1)c1ccccc1,i,2%,i,-1%,3%,
N/C(=N\OC(=O)CCCOc1ccccc1)c1cccc(Br)c1,1.1%,-5%,70%,-7%,?,
CCCCCCCCCCNC(=O)CCn1[nH]c(=O)c2ccccc2c1=O,1.0%,-4%,76%,6%,-8%,
COc1ccc(NC(=O)CN(C)C(=O)c2cc(-c3ccc(OC)cc3)nc3ccccc23)cc1,8.7%,-14%,40%,14%,?,
O=C(Nc1ncccc1O)c1ccc(S(=O)(=O)Nc2ccccc2)cc1,i,-3%,-2%,-2%,4%,
CCc1ccc(NC(=O)Cc2c(C(=O)O)n(C)c3ccccc23)cc1,0.2%,-2%,-7%,-1%,-8%,
CCc1ccc(-n2c(O)c(/C=N/N3CCCCC3c3cccnc3)c(=O)[nH]c2=O)cc1 (configuration not stated),0.7%,-5%,-2%,-17%,-3%,
COc1ccc(-c2ccc(-c3nnc(-c4cc(OC)ccc4OC)o3)cc2)cc1,1.1%,0%,10%,-1%,2%,VEEV TC-83 Vero 10K pilot screen=1.1
CC1CN(C(=O)CCC(=O)NCc2ccccc2)c2ccccc2S1 (configuration not stated),0.6%,6%,-9%,-8%,-13%,VEEV TC-83 Vero 10K pilot screen=0.7
Cc1ccc(CCNc2ccc3ccccc3c2)cn1,30%,12%,20%,-3%,61%,
CC(C(=O)NCc1cccnc1)N1C(=O)c2ccccc2C1=O (configuration not stated),1.1%,4%,-3%,1%,-5%,
CCc1ccc(N2CC(C(=O)Nc3cccc(S(=O)(=O)N4CCCC4)c3)CC2=O)cc1 (configuration not stated),6.9%,6%,8%,-6%,4%,
COc1cccc2c1OCC(CN1CCN(Cc3ccccc3)C(CCO)C1)=C2 (configuration not stated),6.5%,-1%,17%,5%,9%,
COCC(=O)N1CCC(Oc2ccc(C(=O)N(C)C3CCCCC3)cc2)CC1,1.1%,7%,-4%,-2%,-3%,
COC(=O)c1cccc(NC(=O)CCCOc2cccc(C)c2)c1,0.3%,6%,36%,-10%,6%,
CN(C)CCCN(C(=O)c1cc(-c2cccs2)nc2ccccc12)c1nc2c(F)cccc2s1,6.0%,-3%,59%,5%,49%,
Cc1ccc(S(=O)(=O)N2CCC(C(=O)N3Cc4ccccc4C3)CC2)cc1,i,7%,21%,1%,-8%,
COc1cccc(NC(=O)CN(C)C(=O)c2csc3c2CCCC3)c1,6.3%,·,68%,-12%,-8%,
CCc1ccc(C(=O)COC(=O)c2n[nH]c3ccccc23)cc1,7.2%,11%,76%,10%,32%,
O=C(CSc1nnc(-c2ccc(O)cc2)o1)Nc1ccccc1Br,0.9%,8%,7%,-4%,-4%,
CCC1C(=O)N(C)CCc2ccccc21 (configuration not stated),0.2%,-3%,-3%,9%,-3%,
CCCc1nc2oc(C(=O)OCC)c(N)c2c2c1COC(C)(C)C2,0.8%,-7%,7%,-11%,95%,
CCOC(=O)C1=C(COC(=O)CNS(=O)(=O)c2c(F)cc(F)cc2Br)NC(=O)NC1C (configuration not stated),3.4%,·,·,-3%,·,
CCCN(C(=O)COC(=O)CNC(=O)c1ccc2ccccc2c1)c1c(N)n(Cc2ccccc2)c(=O)[nH]c1=O,2.9%,-7%,-5%,-4%,-11%,
O=S(=O)(c1ccc(Cl)cc1)n1c(Cc2ccccc2)nc2ccccc21,0.2%,-6%,-5%,-2%,2%,
Cc1cccc(NC(=S)NCCC(C)C)c1,i,-5%,?,21%,-2%,
NC(=O)CC[C@@H]1NC(=O)[C@H](CO)NC(=O)c2cc([N+](=O)[O-])cc(I)c2NCC[C@@H](C(N)=O)NC1=O,1.5%,-2%,30%,11%,-11%,
O=C1C(NS(=O)(=O)c2ccccc2)=C(N2CCN(c3ccc(F)cc3)CC2)C(=O)c2ccccc21,7.4%,10%,13%,18µM*,29%,
O=[N+]([O-])c1cc(CSC2=NCCN2)ccc1O,0.1%,·,·,-12%,·,
O=C1NC(=S)NC1=Cc1ccc(O)cc1,1.7%,·,·,-5%,·,
COc1ccc(C(=O)NNC(=O)c2ccc(S(=O)(=O)N3CCOCC3)cc2)cc1,1.1%,7%,-13%,-5%,0%,
O=C(CCn1cccn1)N1CCCC(N2CCN(c3cccc(C(F)(F)F)c3)CC2)C1 (configuration not stated),i,-7%,4%,-6%,0%,
CCCCCC(=O)N(Cc1ccccc1)c1c(N)n(CCOC)c(=O)[nH]c1=O,1.5%,0%,11%,10%,-6%,
Cc1nc2ccc(NC(=O)c3ccc(Cl)s3)cc2s1,0.4%,2%,·,4%,-1%,
Cc1cccc(C(=O)N(CCc2ccccc2)Cc2ccccc2)c1[N+](=O)[O-],4.0%,-14%,25%,-9%,4%,
COc1ccc(OC(C)C(=O)Nc2cccnc2)cc1 (configuration not stated),1.6%,3%,7%,-1%,6%,
O=C(CNC(=O)c1ccccc1)OC(C(=O)c1ccccc1)c1ccccc1 (configuration not stated),0.1%,13%,-13%,-12%,5%,
CCOC(=O)C1CCN(Cc2cc(C(C)C)c(O)c(C(C)C)c2)CC1,?,-3%,-6%,-2%,-4%,
CC(=O)c1cccc(NS(=O)(=O)c2cc3c(cc2C)NC(=O)CO3)c1,i,2%,1%,6%,2%,
CCOC(=O)c1ccc(NC(=O)C2CC(O)CN2S(=O)(=O)c2ccc(C)cc2)cc1 (configuration not stated),1.2%,·,18%,-4%,-8%,
CCOC(=O)/C(C#N)=C/c1ccc(SC)cc1,i,-9%,41%,-3%,1%,
COC(=O)c1[nH]c2cccc(OC)c2c1NC(=O)CCN1CCC(C)CC1,0.3%,1%,7%,2%,-3%,
Cc1ccccc1OCC(=O)NNC(=O)CCc1ccccc1,0.4%,3%,-1%,-14%,2%,
CN(Cc1ccccc1)S(=O)(=O)c1cccc(C(=O)O)c1,1.2%,7%,-7%,10%,1%,
Cc1ccccc1CC(=O)NC1CCCCCC1,0.1%,-3%,-5%,18%,2%,
Cc1nnc(SCC(=O)N2CCN(c3ccccc3)CC2)n(N)c1=O,1.2%,-6%,5%,-5%,0%,
CC(=O)Nc1ccc(NC(=O)C(C)OC(=O)CCc2c[nH]c3ccccc23)cc1 (configuration not stated),0.9%,3%,-2%,0%,68%,
CCOc1cccc(C2C(C#N)=C(N)Oc3cc(C)oc(=O)c32)c1OCC (configuration not stated),2.0%,0%,3%,-1%,5%,
CNC(=S)N/N=C(\C)c1ccc(Cl)s1,0.6%,3%,?,22%,?,
# (next part)
SMILES,VEEV TC-83 Vero,Salmonella PhoP GFP,M. tuberculosis,H1N1 NS1A inhibition,M. tuberculosis HTS,others
COc1cccc2c1C(=O)c1c(O)c3c(c(O)c1C2=O)CC(O)(C(=O)CO)CC3OC1CC(N(C)C)C(O)C(C)O1 (configuration not stated),4.2%,·,·,19%,·,
CC1=C(C(=O)Nc2cc(C(=O)N3CCC(C)CC3)ccc2C)SCCO1,1.6%,0%,-4%,5%,7%,
CCOC(=O)N1CCN(C(=O)c2cn(CC)c3ccc(S(=O)(=O)N4CC(C)CC(C)C4)cc3c2=O)CC1 (configuration not stated),1.9%,-8%,9%,3%,-4%,
O=C(NCC(=O)N1CCN(c2ccccc2F)CC1)c1cccs1,0.7%,-5%,-9%,-4%,-4%,
CC(Cc1cccs1)NC(=O)NC1CCCCC1 (configuration not stated),0.2%,-4%,4%,-7%,-1%,
CC(C)(Cc1nc2ccccc2[nH]1)C(=O)O,0.4%,-1%,-6%,25%,-9%,
CC(=O)c1ccc(N2CCN(CC(=O)NC(=O)NCc3ccccc3)CC2)cc1,1.0%,·,7%,-2%,3%,
CN(C(=O)c1cccc(NC(=O)Cc2cccc(NC(=O)C3CCCN(C(=O)c4ccccc4)C3)c2)c1)C1CC1 (configuration not stated),1.9%,·,·,-26%,·,
CC(/C=C/c1ccccc1)=N/NC(=O)C(O)c1ccccc1 (configuration not stated),0.4%,0%,5%,-21%,2%,
CCN(C(=O)Cn1cc(C(=O)C(=O)N2CCOCC2)c2ccccc21)c1ccccc1,1.6%,-13%,6%,24%,-4%,
Nc1ncnc(NC2CCS(=O)(=O)C2)c1[N+](=O)[O-] (configuration not stated),1.5%,3%,-16%,-3%,8%,
Cc1cc(C(=O)COc2ccc3ccc(=O)oc3c2)c(C)n1C,3.7%,2%,-15%,-3%,-3%,
Cc1ccccc1OCC(=O)NCCNC(=O)c1ccccn1,2.4%,5%,6%,4%,-3%,
Nc1ccc([N+](=O)[O-])cc1,i,·,-3%,-16%,3%,
COC(=O)CN(c1ccccc1)S(=O)(=O)c1ccccc1,0.4%,18%,-10%,5%,-1%,
CCN1C(=NCCc2ccc([N+](=O)[O-])cc2)N[C@@H](c2ccccc2)[C@H](C(=O)OC)[C@H]1C,0.2%,·,64%,6%,-9%,
COC(=O)c1cc(Br)ccc1N(Cc1cc(OC)cc(OC)c1)S(C)(=O)=O,0.9%,·,5%,-56%,2%,

# Screening data deposited in PubChem BioAssay by Southern Research Specialized Biocontainment Screening Center.
